From PubChem
IMP-1 inh: IMP-1 metallo-beta-lactamase inhibitors, primary screen, biochemical, epi-absorbance readout, Pseudomonas aeruginosa enzyme. metallo-beta-lactamase IMP-1 (Pseudomonas aeruginosa). AID 1556, 2009. 0.45% of 290,000 active. purified IMP-1, nitrocefin hydrolysis, epi-absorbance fluorescence. inhibition, % at 5.6 µM;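 active = inhibition above the mean plus 3 SD of all compounds in the same screening run, cut at about 4.5% in these data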;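 note: 0% = IMP-1 with DMSO and 100% = DMSO wells lacking enzyme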
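Assay system: purified IMP-1; Quantity: IMP-1 0.2 nM before substrate addition; Medium: HEPES buffer pH 7.1 with ZnSO4 and Brij 35; Incubation: 15 min enzyme–compound preincubation, then 25 min nitrocefin reaction, 25 °C; Signal: fluorescence quenching readout, ex 480/em 530 nm; Controls: DMSO with and without IMP-1; Repeats: singlicate testing.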
NS3 helicase inh: inhibitors of HCV NS3 helicase, primary screen, biochemical, Cy5 molecular beacon fluorescence. inhibition, % at 10.9 µM. AID 1800, 2009. NS3 helicase DNA unwinding. Hepatitis C virus NS3 helicase. 0.56% of 290,000 active;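 active = inhibition above the mean of all tested compounds plus 3 SD, set per campaign, cut at about 35% in these data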;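 note: 0% = DMSO wells and 100% = thioflavine S control wells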
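System: Hepatitis C virus NS3 helicase domain fragment enzyme | Reagent: Annealed dual-labelled DNA beacon duplex, ATP-started | Compound dosing: 10.9 µM single point, 0.8% DMSO | Incubation: 1 h reaction at 25 °C, ATP-initiated | Technique: Cy5 fluorescence | Evaluation: Percent inhibition from t60/t0 fluorescence ratio | Benchmarks: Low DMSO, high thioflavine S at 110 µM | Replication: Singlicate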
DNA FID counter: compounds displacing fluorescent DNA intercalator, primary screen, artefact control for HCV NS3 helicase inhibitor project, biochemical, FID fluorescence; inhibition, % at 7.9 µM; AID 1845, 2009; 0.17% of 290,000 active; DNA fluorescent intercalator displacement; in the data active = inhibition above about 37%;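 note: 0% = vehicle and 100% = reference compound; higher means more ethidium bromide displaced from hairpin DNA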
pCIP destab: p/CIP-EGFP fusion destabilizers, primary screen, fluorescence, F442A cells | Q05BA5 | 16 h | decrease of EGFP signal, % at 10 µM | 0.01% of 290,000 active | AID 1984, 2009;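 active = EGFP signal decrease of at least 30% at 10 µM or well 3 SD below plate mean, unless failing retest; inactive = the rest, including hits failing retest or dose response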; note: some compounds called inactive have numbers as strong as hits; many of its hits are not listed in these tables
SUMO HTRF inh: inhibitors of in vitro SUMOylation cascade, primary screen, biochemical, HTRF, uHTS. 0.36% of 290,000 active. HTRF SUMOylation assay, SAE1/SAE2 + UBC9. inhibition, % at 35 µM. SUMO-conjugating enzyme UBC9 (Homo sapiens), P63279. AID 2006, 2009; in the data active = inhibition above about 50%, passing the limit was not always enough; note: strong numbers were not always called active
Target sequence (P63279 whole entry, looked up): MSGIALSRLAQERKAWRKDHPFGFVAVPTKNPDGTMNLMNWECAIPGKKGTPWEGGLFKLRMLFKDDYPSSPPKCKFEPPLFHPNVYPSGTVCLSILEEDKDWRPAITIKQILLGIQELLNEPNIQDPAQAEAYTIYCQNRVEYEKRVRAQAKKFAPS
MEKK3 PB1 HTS: modulators of MEKK3-MEK5 PB1 binding, primary screen, biochemical, wildtype MEKK3, multiplex bead flow cytometry, Alexa488-MEK5. binding response (% of control), % at 10 µM. AID 1529, 2009. bead-based flow cytometry, Alexa488-MEK5 binding to MEKK3; actives lie on both sides; 0 = blocked by unlabeled MEK5, 100 = vehicle. 1.4% of 290,000 active;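 active = binding response more than 3 SD above or below the average of its plate-row segment, actives on both sides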;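 note: Alexa488 bead fluorescence after subtracting the streptavidin-only scavenger bead signal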
VIM-2 inhibitor: VIM-2 metallo-beta-lactamase inhibitors, primary screen, biochemical, epi-absorbance readout, Pseudomonas aeruginosa enzyme; purified VIM-2, nitrocefin hydrolysis, epi-absorbance fluorescence; inhibition, % at 5.6 µM; 0.89% of 290,000 active; AID 1527, 2009;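 active = inhibition above the mean of all tested compounds plus 3 SD, cutoff set per screening run, cut at about 7.5% in these data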;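 note: red hydrolysis product quenches plate fluorescence so inhibitors raise well fluorescence; 0% = enzyme with DMSO and 100% = DMSO without enzyme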
IDE act: human IDE activators in live cells, primary screen, fluorescence polarization, HEK cells, FAbeta-B substrate; 0.073% of 340,000 active; Insulin-degrading enzyme (Homo sapiens), P14735; activation, % at 5.96 µM; FAbeta-B cleavage; 0% vehicle, 100% cell-free pure enzyme wells;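 active = activation above the mean of all tested compounds plus 3 SD, set per screening campaign, cut at about 17% in these data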
PHOSPHO1 inh: PubChem AID 1565. 1.1% of 290,000 active. inhibition, % at 13.3 µM. recombinant PHOSPHO1, absorbance phosphatase assay. Phosphoethanolamine/phosphocholine phosphatase (Homo sapiens), Q8TCT1; in the data active = inhibition above about 60%
Target sequence (Q8TCT1 whole entry, looked up): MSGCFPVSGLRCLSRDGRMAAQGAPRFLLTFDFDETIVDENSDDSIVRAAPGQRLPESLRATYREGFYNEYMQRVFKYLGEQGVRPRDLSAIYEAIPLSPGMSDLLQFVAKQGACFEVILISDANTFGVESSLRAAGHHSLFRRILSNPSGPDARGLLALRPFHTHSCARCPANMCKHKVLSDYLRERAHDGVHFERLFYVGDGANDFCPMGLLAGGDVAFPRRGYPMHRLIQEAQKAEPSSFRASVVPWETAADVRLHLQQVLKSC
An asterisk follows results filed as active; . = no result given. This is a subset; rates above refer to the full screens.

compound	IMP-1 inh	NS3 helicase inh	DNA FID counter	pCIP destab	SUMO HTRF inh	MEKK3 PB1 HTS	VIM-2 inhibitor	IDE act	PHOSPHO1 inh
c1ccc2c(c1)ncn2Cc1nnc2sc(-c3ccncc3)nn12	-3.3	-2	-4	14	12	79	-1.5	0	51
Cc1ccc(/C=C/C(=O)Nc2ccc(S(=O)(=O)Nc3ncccn3)cc2)cc1	-0.8	2	-6	-5	14	101	-0.1	-5	32
Cc1cc(C)nc(NC(=O)Nc2ccc3c(c2)OCO3)c1	-1.9	1	2	4	16	100	0.5	6	-23
Cc1ccc(N2CC(C(=O)N3CCN(C(=O)c4ccco4)CC3)CC2=O)cc1 (stereo not given)	-3.6	-1	-9	-16	-3	86	-2.9	7	-7
CC1CCCCC1NC(=O)CN1CCN(Cc2ccccc2Cl)C1=O (stereo not given)	-1.3	0	-22	-5	7	97	-0.4	2	5
Cn1c(CCNC(=O)c2ccco2)nc2cc(NC(=O)c3ccco3)ccc21	-2.9	-2	-9	-7	10	97	-2.5	4	37
CCOc1ccccc1NC(=O)CN(c1ccc(C)cc1)S(=O)(=O)c1c(C)noc1C	0.7	-15	-9	-6	-16	101	-0.7	2	-7
N#C/C(=C\c1ccc(O)c(Br)c1)C(=O)NCc1ccccc1	-0.7	-5	1	-16	17	103	-0.9	1	24
COc1ccc(-c2ocnc2C(=O)NCc2nn(-c3ccccc3)nc2C)cc1	-2.3	4	-10	-13	3	102	-2.7	8	-32
CCC1(c2ccc(F)cc2)NC(=O)N(CC(=O)Nc2ccc(-c3nc4ccc(C)cc4s3)cc2)C1=O (stereo not given)	-1.0	-4	-3	0	-4	100	0.4	-2	-5
COc1cccc(C(=O)Nn2c(C)nnc2-n2nc(C)cc2C)c1	-6.8	4	-6	-4	2	86	-2.1	6	21
O=[N+]([O-])c1ccc(O)c(/C=N\N=C2c3ccccc3-c3ccccc32)c1	-2.4	18	3	-17	2	96	-2.4	-9	-1
CCNc1c2c(nc3ccccc13)CC(C)(C)CC2=O	-2.4	-3	9	10	-3	98	0.3	2	-4
O=C(Nc1ccc(OC(F)(F)C(F)F)c(NC(=O)c2cccc(F)c2)c1)c1cccc(F)c1	-1.9	-12	-9	-1	5	98	0.6	-2	-18
COc1cccc(OC)c1C(=O)Nc1ccccc1NC(=O)c1c(OC)cccc1OC	-1.5	3	-11	-12	12	105	-1.9	0	40
CCOC(=O)c1c(NC(=O)CSc2ncn[nH]2)sc(C(C)=O)c1C	-3.8	0	-21	-10	1	107	24*	3	18
COc1cc(/C=C(\C#N)C(=O)Nc2ccc3ccccc3c2)c([N+](=O)[O-])cc1OC	-0.8	19	-10	-16	27	103	-0.1	-3	-7
O=C(N/N=C\c1cccnc1)c1ccccc1O	0.1	12	-1	5	-4	103	-2.0	0	39
Cc1cccc(NC(=O)c2ccc(COc3cccc4ccccc34)o2)n1	-1.2	-6	-13	-6	10	96	0.6	3	-9
CC(Sc1ccccc1)C(=O)Nc1ccc(N2CCOCC2)cc1 (stereo not given)	-5.6	4	-5	-8	12	94	-2.7	1	-16

Random excerpt: 2 records from the list, in no set order.
compound	IMP-1 inh	NS3 helicase inh	DNA FID counter	pCIP destab	SUMO HTRF inh	MEKK3 PB1 HTS	VIM-2 inhibitor	IDE act	PHOSPHO1 inh
Cc1cccc(NC(=O)c2ccc(COc3cccc4ccccc34)o2)n1	-1.2	-6	-13	-6	10	96	0.6	3	-9
Cc1ccc(/C=C/C(=O)Nc2ccc(S(=O)(=O)Nc3ncccn3)cc2)cc1	-0.8	2	-6	-5	14	101	-0.1	-5	32

Additional records
compound	IMP-1 inh	NS3 helicase inh	DNA FID counter	pCIP destab	SUMO HTRF inh	MEKK3 PB1 HTS	VIM-2 inhibitor	IDE act	PHOSPHO1 inh
COc1ccc(C)cc1NC(=O)C1CCN(S(=O)(=O)c2cccc3nonc23)CC1	-1.6	-21	-22	-12	17	103	-1.3	-5	28
CCOC(=O)CSc1nnc(CSc2nc(C)cc(C)n2)n1Cc1ccco1	-5.2	11	-24	-14	7	101	-0.6	-1	6
O=C(Cn1c(=O)sc2ccccc21)NCCOc1ccccc1F	0.4	-11	-7	-10	-26	114	1.8	-3	8
CC1(C)CC(=O)C2=C(C1)OC(N)=C(C#N)C2C1CC=CCC1 (stereo not given)	-6.1	8	-1	-6	-4	99	-3.0	-4	9
Cc1ccc(NC(=O)c2ccc3nsnc3c2)c(Cl)c1	-4.1	-3	-1	-6	14	102	-6.0	1	22
O=C(Nc1cccnc1)c1cc(-c2ccc(Cl)cc2Cl)on1	-3.6	-2	-7	1	-2	96	-2.6	-4	0
O=C(CCC(=O)N1CCCC1)N1CCCC1	-6.8	13	-20	0	-17	99	-2.0	0	18
O=C(Cn1cnc([N+](=O)[O-])n1)N/N=C/c1ccccc1O	-1.8	4	3	-10	-6	101	-5.4	-2	20
Oc1ccc(/C=N/NC(=S)NCc2ccco2)cc1	-2.8	8	3	-3	22	103	-4.7	0	-61
C[n+]1nc(Nc2ccccc2)sc1-c1ccc(O)cc1	0.6	0	-9	-1	7	100	-0.7	5	31
N#CC1=C(N)N2C(=C(C#N)C1c1ccc(Br)cc1)Nc1ccccc12 (stereo not given)	-1.1	8	3	-12	68	99	0.9	.	-24
O=C1c2ccccc2C(O)N1c1cccnc1 (stereo not given)	0.5	0	1	-1	18	107	4.5	7	6
COc1ccccc1CC(=O)Nc1cc(C)ccn1	-2.3	3	-8	-4	10	99	-1.0	-1	44
CCN(CC)c1ccc(N2C(=O)c3ccccc3C2=O)cc1	-1.1	6	-5	-4	12	103	-0.7	8	2
C/C(CCc1ccccc1)=N\NC(=O)c1ccccc1[N+](=O)[O-]	-0.5	16	-3	-9	13	101	-2.9	2	5
CCN1CCN(CCNC(=O)c2ccc(CS(=O)c3ccc(Br)cc3)o2)CC1 (stereo not given)	-1.4	9	3	-1	-4	102	-4.6	4	37
CCNc1nc(NCC)n2c(SC(C)C(=O)c3ccc(C)cc3)nnc2n1 (stereo not given)	-4.7	-2	-12	2	1	111	-1.1	-1	21
CC1Oc2ccccc2N(CC(=O)N2CCCCC2)C1=O (stereo not given)	-4.2	7	-2	-9	10	101	-1.4	-1	2
COc1ccc(C)cc1NC(=O)CSc1nnc(-c2ccc(C)cc2)o1	-4.1	-1	-13	14	-3	93	-3.3	-4	15
Cc1ccc(S(=O)(=O)N2CCCC(C(=O)N3CCN(C)CC3)C2)cc1 (stereo not given)	-3.1	3	4	7	4	105	-2.0	10	34

Next part.
compound	IMP-1 inh	NS3 helicase inh	DNA FID counter	pCIP destab	SUMO HTRF inh	MEKK3 PB1 HTS	VIM-2 inhibitor	IDE act	PHOSPHO1 inh
COc1ccc(/C=C/C(=O)O)cc1S(=O)(=O)N1CCCC1	-1.1	2	-6	1	10	103	-1.3	2	35
Cn1c(NC(=O)c2ccc(Cl)cc2Cl)cc(=O)n(C)c1=O	-1.6	-1	-1	-20	20	102	2.6	0	9
CCOc1ccc(NC(=O)CSC2=NCCN2)cc1	-2.5	9	4	6	2	95	-3.2	5	-13
O=C1OC(Nc2ccccn2)c2ccccc21 (stereo not given)	-0.2	-3	5	1	-14	100	-2.4	-2	23
Cc1ccccc1-n1cc(CNC(=O)CC2C(=O)NCCN2C/C=C/c2ccccc2)cn1 (stereo not given)	-1.7	-7	-28	2	3	103	-0.9	5	27
CN(c1ccccc1)S(=O)(=O)c1ccc2[nH]c(=O)oc2c1	-2.5	-1	-1	-5	7	99	-1.6	3	10
CC1CCN(CCOc2ccc(C(=O)c3ccccc3)cc2)CC1	-1.4	-3	10	-3	4	102	-0.9	1	29
Nc1ccc(O)c(-c2nc3ccccc3s2)c1	-3.3	16	-3	3	24	94	-3.0	1	31
Cc1cc(=O)n2nc(N3CCCC3C(=O)Nc3cccc(F)c3)sc2n1 (stereo not given)	-6.2	25	-3	-4	12	102	-4.2	-6	18
COc1cc(/C=C2\SC(=S)N(Nc3ncc(C(F)(F)F)cc3Cl)C2=O)ccc1O	4.1	6	11	-108	11	93	2.2	-87	73*
CC(C)N(C(=O)COC(=O)c1ccccc1C(=O)c1ccc(Cl)c([N+](=O)[O-])c1)C(C)C	-4.0	-13	-25	3	-4	97	-2.0	3	-18
COC(=O)c1cccc(N(C(=O)c2cnccn2)C(C(=O)NCc2ccccc2)c2ccco2)c1 (stereo not given)	-1.2	-2	-29	-7	18	105	-0.8	5	9
C=CCCC(=O)Nc1ccc(COC(=O)N2CCOCC2)cc1	-2.7	-2	-2	5	0	104	0.4	-3	9
COc1ccc(C(=O)N/C(=C\c2cn(C)c3ccccc23)C(=O)NCCN2CCOCC2)cc1OC	-0.6	-6	1	-4	18	95	-0.5	0	18
COCC(=O)Nc1cc(Cl)ccc1C(F)(F)F	-0.2	5	-1	-14	12	102	-0.1	.	48
c1ccc2c(CSc3nnc(-c4ccncc4)o3)cccc2c1	0.0	-7	-23	-12	25	103	-2.7	5	31
